# PfHsp90 yeast 2 – reduces growth (ATP signal) of yeast expressing P. falciparum Hsp90. S. cerevisiae expressing PfHsp90, BacTiter-Glo ATP, 48 h; yeast lacking PDR1 and PDR3 efflux regulators. inhibition, % at 9.4 µM. 310,000 tested, 0.32% active;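 active = every replicate shows inhibition above about 80%, whatever the replicate mean, limit read from the data; inconclusive = mean inhibition reaches the set limit but some replicate falls short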;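 note: 0% = DMSO neutral controls and 100% = 20 µM radicicol positive controls; yeast relying on Plasmodium falciparum Hsp90 in place of its own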
# Rtt109 Vps75 – blocks Candida albicans Rtt109/Vps75 acetyltransferase activity. 330,000 tested, 0.16% active. inhibition, % at 34.9 µM. purified Rtt109/Vps75, ThioGlo CoA-SH fluorescence, 4 h. Q5AAJ8. AID 540336;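 active = inhibition of at least 50% in every replicate; inconclusive = best replicate reaches 50% inhibition but some replicates fall short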
# Target sequence (Q5AAJ8 whole entry, looked up): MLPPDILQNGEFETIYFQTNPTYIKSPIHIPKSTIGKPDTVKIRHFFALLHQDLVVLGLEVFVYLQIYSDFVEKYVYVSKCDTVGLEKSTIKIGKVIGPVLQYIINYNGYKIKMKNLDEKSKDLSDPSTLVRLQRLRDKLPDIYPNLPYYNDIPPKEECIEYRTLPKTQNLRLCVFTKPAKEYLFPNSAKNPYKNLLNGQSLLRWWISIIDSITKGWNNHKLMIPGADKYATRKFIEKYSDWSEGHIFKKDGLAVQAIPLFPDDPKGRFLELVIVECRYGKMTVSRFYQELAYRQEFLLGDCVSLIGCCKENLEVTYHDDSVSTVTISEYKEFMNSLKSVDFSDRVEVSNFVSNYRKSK
# Wnt bcat act – activators of Wnt/beta-catenin signaling. activation, % at 9.35 µM. 300,000 tested, 1.2% active. AID 743398. Wnt/beta-catenin reporter cell assay, activator, plate reader; in the data active = activation above about 30%, passing the limit was not always enough; inconclusive = no clear call, values can overlap the other calls;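 note: 0% = neutral control wells and 100% = positive control wells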
# Tat transport – E. coli Tat transport inhibition | E. coli MC4100 TorA-mCherry Tat export, fluorescence | inhibition, % at 10 µM | 340,000 tested, 0.036% active;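 active = mean replicate inhibition at least 50% and at least half of replicates individually reaching 50%; inconclusive = only one of the two criteria met; inactive = neither criterion met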;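 note: exported cargo escapes ClpAP degradation while cytoplasmic cargo is degraded and loses fluorescence; 0% = median of neutral control wells and 100% = median of NaSCN control wells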
# AddAB inh – less growth of phage-infected E. coli with AddAB; E. coli expressing H. pylori AddAB, absorbance growth; AID 435030; inhibition, % at 11.9 µM; 330,000 tested, 0.29% active; in the data active = inhibition above about 12%;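 note: 0% = vehicle wells of infected cells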
# DAGLB inhibitor – diacylglycerol lipase beta (human) inhibition; HEK293T DAGLB membrane lysate, EnzChek fluorogenic substrate; inhibition, % at 5.17 µM; 340,000 tested, 0.059% active; in the data active = inhibition above about 34%;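 note: 0% = enzyme with vehicle and 100% = wells lacking enzyme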
# Target sequence (Q8NCG7 whole entry, looked up): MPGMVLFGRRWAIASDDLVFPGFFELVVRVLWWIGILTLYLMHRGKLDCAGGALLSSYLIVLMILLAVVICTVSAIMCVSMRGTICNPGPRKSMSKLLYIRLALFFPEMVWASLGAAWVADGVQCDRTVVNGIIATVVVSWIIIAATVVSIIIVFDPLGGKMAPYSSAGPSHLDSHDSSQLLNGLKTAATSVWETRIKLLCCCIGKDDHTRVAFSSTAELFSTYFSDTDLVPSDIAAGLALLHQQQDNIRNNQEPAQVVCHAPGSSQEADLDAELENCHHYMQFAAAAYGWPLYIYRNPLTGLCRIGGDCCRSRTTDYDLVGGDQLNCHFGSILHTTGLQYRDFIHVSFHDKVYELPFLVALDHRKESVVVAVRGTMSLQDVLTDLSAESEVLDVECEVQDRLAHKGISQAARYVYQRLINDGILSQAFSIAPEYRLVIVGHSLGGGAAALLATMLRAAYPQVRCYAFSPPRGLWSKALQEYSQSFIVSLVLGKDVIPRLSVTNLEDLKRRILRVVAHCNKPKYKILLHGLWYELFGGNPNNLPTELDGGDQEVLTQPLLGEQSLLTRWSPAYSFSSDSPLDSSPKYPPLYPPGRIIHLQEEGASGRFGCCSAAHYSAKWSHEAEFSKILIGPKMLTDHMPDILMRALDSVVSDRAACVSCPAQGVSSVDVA
# phage Ecoli inh – E. coli growth loss with phage present; AID 651602; inhibition, % at 11.9 µM; growth absorbance; 360,000 tested, 0.26% active; in the data active = inhibition above about 11%
# PvdQ inh – blocks Pseudomonas aeruginosa PvdQ acylase activity | purified PvdQ acylase, fluorescence plate reader | inhibition, % at 10 µM | 340,000 tested, 0.063% active; in the data active = inhibition above about 30%, passing the limit was not always enough; inconclusive = no clear call, values can overlap the other calls;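 note: 0% = vehicle neutral wells and 100% = reference inhibitor wells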
# CAL PDZ inh – inhibitors of human CAL PDZ peptide binding; inhibition, % at 20 µM; 330,000 tested, 0.02% active; AID 504414; purified CAL PDZ, TMR-peptide fluorescence polarization, 1 h;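 active = highest replicate inhibition of at least 40%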;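 note: plate controls were DMSO neutral control wells for no effect and unlabeled competitor peptide control wells for full effect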
#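 Read-out basis: mP drop reported as inhibition | Assay system: Tagged CAL PDZ protein CerCALP, purified | Benchmarks: Unlabelled peptide for full inhibition, DMSO wells as neutral | Schedule: 1 h incubation at room temperature before polarization reading | Buffer or medium: Sodium phosphate/NaCl buffer pH 7.4 with TCEP, IgG, Thesit | Doses: Single point, 20 µM | Measured by: Fluorescence polarization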
# E coli growth – reduces bacterial viability in AddAB counter-screen; AID 449728; E. coli V3065 growth, OD600 absorbance, 18 h; 330,000 tested, 0.27% active; inhibition, % at 11.9 µM;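 active = inhibition above the campaign's mean inhibition across all tested compounds plus 3 SD, cut at about 9.9% in these data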;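 note: uninfected addAB+ strain grown without phage in ampicillin broth; 0% = DMSO wells and 100% = ciprofloxacin 0.95 µg/ml wells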
# Active calls of the source: *; u = inconclusive; x = no result given.
SMILES,PfHsp90 yeast 2,Rtt109 Vps75,Wnt bcat act,Tat transport,AddAB inh,DAGLB inhibitor,phage Ecoli inh,PvdQ inh,CAL PDZ inh,E coli growth
CS(=O)(=O)N1CC2CCCN2c2cc(C(F)(F)F)ccc21 (configuration not stated),-49,1,-2,-1,-0.2,6,3.7,-8,0.2,-0.9
Cc1ccc(S(=O)(=O)N2[C@@H](c3ccccc3F)C(C(=O)O)=CC[C@H]2c2cccs2)cc1,-8,7,-1,19,1.8,4,3.0,-7,-0.5,-1.6
Cn1cnnc1Sc1cc(N2CCN(S(=O)(=O)c3ccc(Cl)c(Cl)c3)CC2)ccc1[N+](=O)[O-],21,1,x,11,5.4,0,2.6,7,-0.3,2.1
COc1cccc(NC(=O)C2C(c3ccccc3)C2(Cl)Cl)c1 (configuration not stated),-11,14,-5,12,4.0,-12,0.6,17,-0.8,-1.2
CC1(C)OC2CC3C4CCC5=CC(=O)CCC5(C)C4(F)C(O)CC3(C)C2(C(=O)CO)O1 (configuration not stated),8,4,-3,7,x,1,2.1,-11,-1.8,x
O=C(Nc1ccc(F)cc1)c1ccccc1CC[N+](=O)[O-],-7,1,x,-1,-0.6,1,0.9,-5,-1.1,-1.6
COc1cc(Br)cc(/C=N/NC(=O)Cc2ccccc2)c1O,6,-1,-2,-10,3.7,2,3.5,-7,-3.7,2.0
COc1cc(OC)c2c(c1)OC(c1ccc(OC)c(OC)c1)C(O)C2=O (configuration not stated),x,11,-2,20,3.6,1,0.5,0,-2.2,-0.2
CCN1CC(CN(C)Cc2nc(-c3ccco3)oc2C)CC1=O (configuration not stated),4,-10,-2,-4,0.0,-1,2.8,9,0.2,1.4
O=S(=O)(c1ccc(OC(F)(F)F)cc1)N1CCC(O)(c2cccc(C(F)(F)F)c2)CC1,30,5,6,15,0.3,-11,2.5,-6,0.3,-0.7
CC(=O)N[C@@H](Cc1c[nH]c2ccccc12)C(=O)OCC(=O)Nc1cc(C)on1,-13,1,0,3,x,-1,4.1,-12,-1.4,x
CCN(CC)C(=O)CSc1nc2c(sc(=S)n2-c2ccccc2)c(=O)[nH]1,26,-3,0,-4,0.6,0,2.5,0,-5.3,-1.7
COc1ccc(-c2cc3nc(C)cc(C)n3n2)cc1,20,6,-5,-13,3.3,-1,1.2,-9,-1.3,3.4
CCOC(=O)c1sc(C)c2c1NC1(CCCCCC1)NC2=O,-6,-11,x,22,4.4,-1,1.2,7,-0.2,4.7
COc1ccc2cc3cc(C(=O)NCCN4CCN(c5ccccc5F)CC4)oc3nc2c1,-25,-15,27,13,0.7,-4,0.5,-10,-1.9,-0.9
Cc1ccc(S(=O)(=O)N2CCN(S(C)(=O)=O)CC2)cc1,x,20,x,-6,2.3,-2,0.9,11,-2.2,-0.9
Cc1c(NC(=O)Nc2cc(Cl)ccc2Cl)c(=O)n(-c2ccccc2)n1C,2,1,1,-3,0.1,-1,0.9,-13,0.0,-2.3
CC1=CCC[C@@H]2[C@@](C)(CC/C(C)=C/C(=O)O)[C@H](C)CC[C@@]12C,-2,18,-1,16,2.2,3,2.7,-4,-0.4,1.4
c1ccc(-c2nnc(-c3ccccc3)o2)cc1,4,-11,x,8,2.2,-6,3.9,-10,-1.2,0.7
COc1ccc(OC)c(-n2c(SCC(=O)N3CCc4ccccc43)nc3c(c2=O)SCC3)c1,8,33,x,u,-1.1,0,x,-16,0.4,-2.3
CCOc1ccc(C(=O)NCC(C)CN(C)C)cc1OCC (configuration not stated),10,3,0,-2,0.3,-1,2.7,6,-0.8,2.5
Cc1ccc(C(=O)NC(N2CCCC2)C(Cl)(Cl)Cl)cc1 (configuration not stated),12,-8,0,-1,3.8,0,1.9,-2,-0.8,0.6
CC(=O)c1ccc(N2CCN(C(=O)CCNC(=O)Cn3ccc4ccccc4c3=O)CC2)cc1,6,8,-3,1,6.4,-2,2.4,3,-2.1,0.1
COc1cc(NC(=O)COC(=O)CSc2cc(C)ccc2C)c(C)cc1[N+](=O)[O-],-8,4,3,-2,0.2,-3,2.3,-4,-0.6,-0.9
CCOc1ccc2[nH]c3c(c2c1)CNCC3,-4,-7,3,5,1.8,1,1.9,-10,-1.3,2.0

# Some entries already given, limited to Wnt bcat act, phage Ecoli inh and E coli growth:
SMILES,Wnt bcat act,phage Ecoli inh,E coli growth
CC1(C)OC2CC3C4CCC5=CC(=O)CCC5(C)C4(F)C(O)CC3(C)C2(C(=O)CO)O1 (configuration not stated),-3,2.1,x
CCOc1ccc(C(=O)NCC(C)CN(C)C)cc1OCC (configuration not stated),0,2.7,2.5
O=S(=O)(c1ccc(OC(F)(F)F)cc1)N1CCC(O)(c2cccc(C(F)(F)F)c2)CC1,6,2.5,-0.7
CCOC(=O)c1sc(C)c2c1NC1(CCCCCC1)NC2=O,x,1.2,4.7

# The results go on.
SMILES,PfHsp90 yeast 2,Rtt109 Vps75,Wnt bcat act,Tat transport,AddAB inh,DAGLB inhibitor,phage Ecoli inh,PvdQ inh,CAL PDZ inh,E coli growth
C=CCn1c(=NC(=O)c2sc3ccccc3c2Cl)sc2cc(S(N)(=O)=O)ccc21,-34,2,x,-13,-0.1,0,x,-9,-0.3,-1.3
CCSc1nn2c(=O)c3ccccc3nc2s1,-30,2,x,-8,0.3,1,2.1,-5,-0.1,0.0
O=C(N/N=C/C=C/c1ccccc1[N+](=O)[O-])c1ccncc1,13,6,-1,1,2.2,1,-2.3,-12,-0.2,1.8
O=Cc1ccc(-n2cc(C=O)c3ccccc32)cc1,-5,0,12,2,0.0,-2,1.2,6,-1.1,-0.7
CC(=O)Cn1c(CN2CCCCC2)nc2ccccc2c1=O,-41,7,-1,6,2.4,-3,4.1,-3,-1.0,2.3
N#Cc1ccc(C(=O)OCCCc2cc3ccccc3c(=O)o2)cc1,12,-5,-2,-3,2.7,-4,1.4,-8,-1.0,0.4
Cc1cccc(C)c1OCC(=O)N/N=C/c1cccnc1,-10,2,-3,-7,1.5,0,1.2,-16,-2.0,2.3
CC1=CC(=O)Nc2cncnc2N1,-10,-8,-7,-4,x,1,3.2,-4,0.3,x
Cc1c(O)ccc(C(=O)CN2CCN(Cc3ccccc3)CC2)c1O,10,-14,-2,-3,5.2,-1,1.8,-13,-1.0,1.0
C#CCOc1nc(OCC#C)nc(OCC#C)n1,3,-6,x,4,0.5,-1,1.2,-7,-0.1,-2.3
COc1ccc(C=NNc2ccc(S(=O)(=O)Nc3ccccc3C(=O)O)cc2[N+](=O)[O-])c(OC)c1,4,u,x,7,0.8,43*,x,-2,-0.2,-0.9
COc1ccccc1/C=C/C=N/n1c(-c2ccco2)n[nH]c1=S,1,-1,2,-8,0.3,-1,-2.4,-10,0.8,-1.0
COc1cccc2cc(C(=O)NCC3CCCO3)c(=O)oc12 (configuration not stated),5,-11,x,-5,-2.6,0,-3.0,-12,-3.3,-2.8
Oc1[nH]c2c(Cl)cc(Cl)cc2c1N=NC(=S)NCC1CCCO1 (configuration not stated),-28,6,x,-2,-2.6,3,-1.2,-6,1.7,-4.4
C=CCN1CC(O)=C(c2ccccc2)C1=N,4,-2,-5,1,0.2,-1,-0.1,-8,-2.3,0.0
Cc1[nH]nc2c1C(c1ccsc1)C(C#N)=C(N)O2 (configuration not stated),1,-1,x,1,0.4,3,2.5,-2,-1.2,-0.2
Cc1ccc(NC(=O)C2C(c3ccccc3)C2(Cl)Cl)c(C)c1 (configuration not stated),x,2,0,2,0.2,-6,0.8,-15,-1.0,-1.3
CCOC(=O)c1cnn(CCOC(=O)c2ccc(OC)cc2)c1NC(=O)c1ccc(OC)cc1,8,x,-3,3,3.6,-2,1.5,12,-1.7,1.4
COC(=O)N(NC(=O)C(O)(C(C)C)C(C)C)c1ccccc1,4,-7,0,-1,2.7,-3,2.1,4,-0.8,1.0
Cc1ccc(N(CC(=O)N2CCCCCC2)S(C)(=O)=O)cc1Cl,13,-2,-2,-4,5.0,0,3.2,-6,-0.3,-0.5
Cc1ccc(S(=O)(=O)N(C)c2ccccc2C(=O)Nc2c(F)cccc2F)cc1,-13,6,0,8,1.6,0,2.9,5,0.5,0.6
S=c1[nH]nc(-c2cc(-c3ccccc3)n[nH]2)n1/N=C/c1ccc(Br)s1,-16,-6,-1,-3,0.4,11,0.6,-5,0.9,-2.7
COc1ccc(C(=O)NN)cc1COc1ccc(Br)cc1,8,2,x,2,0.9,-6,0.3,-9,-13,-1.5
COc1ccc(-c2ccc3c(c2)[C@@H]2C[C@H](N(C)C(=O)C(C)(C)C)[C@H]([C@H](C)O)C(=O)N2CC3)cc1,-17,2,-1,10,x,0,-0.3,-11,-4.4,x
CNCC(O)CN1CCN(c2ccccc2OC)CC1 (configuration not stated),5,-10,-1,17,2.4,1,3.3,-4,-0.4,-0.2

# Following part.
SMILES,PfHsp90 yeast 2,Rtt109 Vps75,Wnt bcat act,Tat transport,AddAB inh,DAGLB inhibitor,phage Ecoli inh,PvdQ inh,CAL PDZ inh,E coli growth
Cc1ccc(OCC(O)CN2CCCC2)cc1 (configuration not stated),-3,-7,0,-10,1.7,0,0.9,-17,x,-2.6
O=C(Oc1ccc(-c2nnco2)cc1)c1ccco1,12,-3,1,-7,0.0,-4,3.4,16,-0.3,1.7
Cc1nc(SCc2nc3ccccc3[nH]2)c2oc3cc([N+](=O)[O-])ccc3c2n1,3,-9,-1,0,1.1,-2,0.4,-15,0.4,1.2
COc1ccc(OC(C)C(=O)N2CC(C)OC(C)C2)cc1 (configuration not stated),-20,-5,-1,-6,2.4,-3,3.6,-12,-2.5,-0.3
Cc1ccc(CNC(=O)CSCc2ccccc2F)cc1,-20,-5,5,-1,0.5,-19,1.8,-14,-1.7,-0.5
CC(C)(C)c1ccc(C(=O)NCCC(=O)NCc2cccs2)cc1,-7,-1,-2,-9,1.4,0,2.7,-4,-0.7,0.7
Cc1ccccc1CS(=O)(=O)Cc1ccc(C(=O)NCCCN2CC(C)CC(C)C2)o1 (configuration not stated),16,0,-3,1,0.4,-2,-0.1,-1,-2.8,-0.2
Cn1cccc1C(C#N)c1cccc(F)c1C#N (configuration not stated),7,-12,-2,3,-0.7,-2,3.5,60*,-2.3,-1.6
CCOc1nc(NCCO)nc(Nc2cc(Cl)ccc2OC)n1,x,-6,-7,-3,1.4,-3,3.2,2,-2.1,-0.3
CCCN(CC(=O)Nc1ccccc1C)C(=O)c1ccc(-c2ccc(C(C)=O)cc2)o1,-6,17,x,-3,-0.5,2,x,5,-2.9,-0.8
Cc1ccc(S(=O)(=O)Nc2ccccc2CNc2ncc(Br)cc2Br)cc1,-5,0,x,1,-1.7,-1,3.2,-10,-2.4,-0.9
Cc1ccc(NS(=O)(=O)c2ccc3[nH]c(=O)[nH]c3c2)c(C)c1,20,-4,-3,5,0.2,2,4.2,-4,0.5,-0.6
O=C(NCCc1cn2ccsc2n1)C1CCCCC1,-6,-3,-1,-1,1.7,-1,2.0,-14,1.1,0.3
O=C(CC12CC3CC(CC(C3)C1)C2)NCc1ccc(F)cc1,0,5,0,-1,3.5,-4,0.8,-17,x,3.0
O=C(CSc1ncccn1)NN=C1CCCCCCC1,17,10,3,2,1.2,0,3.1,-10,-1.0,-1.2
CCC1NC(=S)NC(C)=C1C(=O)c1ccccc1 (configuration not stated),-22,-3,-2,-11,2.4,2,3.6,-8,-0.7,1.3

# Compound activity as filed in PubChem.
